# TRHR PAM – allosteric enhancers of human TRH receptor; TRHR cells, fluo-8 calcium fluorescence, EC20 TRH enhancement; enhancement, % at 2 µM; 0.66% of 360,000 active; AID 493056; in the data active means enhancement above about 30%; further: 0% is about no effect
# Target sequence (P34981 whole entry, looked up): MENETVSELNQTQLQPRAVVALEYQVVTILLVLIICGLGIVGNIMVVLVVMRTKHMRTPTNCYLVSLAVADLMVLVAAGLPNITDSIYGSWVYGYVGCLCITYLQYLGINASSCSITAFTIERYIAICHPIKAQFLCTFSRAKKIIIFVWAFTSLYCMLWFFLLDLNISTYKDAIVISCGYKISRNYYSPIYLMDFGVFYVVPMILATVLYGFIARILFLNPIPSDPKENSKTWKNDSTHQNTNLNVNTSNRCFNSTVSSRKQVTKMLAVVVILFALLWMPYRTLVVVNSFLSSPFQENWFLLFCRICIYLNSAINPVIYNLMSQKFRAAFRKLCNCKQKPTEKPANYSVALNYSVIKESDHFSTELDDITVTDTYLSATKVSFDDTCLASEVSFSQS
#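 Enhancer read-out: after compound pinning and an initial kinetic agonist-mode read, an EC20 of TRH (10 nM final) was injected and fluo-8 calcium signal (Ex 480/Em 530) followed at 1 s/cycle for 100 cycles in TRHR-expressing cells.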
# D2 ag – agonists of human D2 dopamine receptor | P14416 | HEK293 T-REx D2 cells, calcium flux agonist mode | activation, % at 2 µM | 0.53% of 340,000 active;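 active means activation over 3 SD above normal in the single-dose calcium agonist read, cut at about 30% in these data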; further: 0% is about no effect
# Target sequence (P14416 whole entry, looked up): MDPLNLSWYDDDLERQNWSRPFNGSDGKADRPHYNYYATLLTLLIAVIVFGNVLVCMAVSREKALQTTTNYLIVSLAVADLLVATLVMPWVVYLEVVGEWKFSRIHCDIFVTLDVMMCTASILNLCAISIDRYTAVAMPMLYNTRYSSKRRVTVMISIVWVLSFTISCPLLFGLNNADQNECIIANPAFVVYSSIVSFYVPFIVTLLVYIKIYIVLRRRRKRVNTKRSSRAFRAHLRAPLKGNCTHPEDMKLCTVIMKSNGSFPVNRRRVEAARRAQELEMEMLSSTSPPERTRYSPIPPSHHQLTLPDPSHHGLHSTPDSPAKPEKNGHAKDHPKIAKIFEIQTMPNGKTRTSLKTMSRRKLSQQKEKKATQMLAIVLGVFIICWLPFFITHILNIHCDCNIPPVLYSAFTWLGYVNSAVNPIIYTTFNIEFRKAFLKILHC
#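 Tetracycline-induced HEK293 T-REx cells with force-coupled D2 receptor, plated overnight at 30 C, loaded with no-wash calcium dye. After a 10 s baseline, compound was pin-added and calcium flux read kinetically for 180 s; calcium rises flagged agonists.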
# TRHR ag – activates the human TRH receptor. AID 493084. P34981. TRHR cells, calcium flux fluo-8, FDSS agonist mode. activation, % at 2 µM. 0.18% of 360,000 active; further: 0% is about no effect
#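 Fluo-8-loaded TRHR cells; 10 s baseline, compound added, kinetic Ca2+ fluorescence read 1/s, agonist mode.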
# D1 agonist – activates the human D1 dopamine receptor; P21728; HEK293 T-REx D1 cells, calcium flux, agonist mode; activation, % at 2 µM; 1% of 360,000 active; AID 504660; further: 0% is about no effect
#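 Tetracycline-induced HEK293 TREx D1 cells, force-coupled to calcium signalling, were dye-loaded with a no-wash calcium kit. Compound was pin-added after a 10 s baseline. Fluorescence was read kinetically at 1 cycle/s for 180 s, with calcium rises flagged as agonism.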
# D2 PAM – positively modulates the human D2 dopamine receptor allosterically | P14416 | 0.34% of 340,000 active | HEK293 T-REx D2, calcium flux, EC20 dopamine potentiation | potentiation, % at 10 µM;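 active means potentiation over 3 SD above the plate norm, cut at about 30% in these data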; further: 0% is about no effect
#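 Tetracycline-induced Hek293 Trex D2 cells, force-coupled to calcium, loaded with no-wash calcium dye. Compound added with 180 s kinetic read for agonism, then EC20 dopamine and a further 180 s read for potentiation.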
# D1 antagonist – human D1 dopamine receptor antagonism; P21728; HEK293 TREx D1 cells, calcium flux, dopamine EC80; active compounds read low; activity change, negative = inhibition, % at 10 µM; 3.2% of 360,000 active; in the data active means activity change below about -30%; further: on the % scale 0 is the no-effect control and ±100 the full control effect
#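 HEK293 T-REx cells expressing inducible, force-coupled D1 receptor; no-wash Ca dye, 30–90 min RT. Cmpd → 180 s read at 1 Hz → EC80 DA → 180 s read.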
# D1 potentiator – potentiators of human D1 dopamine receptor | P21728 | HEK293 TREx D1 cells, calcium flux, dopamine EC20 potentiation | potentiation, % at 10 µM | 0.036% of 360,000 active; in the data active means potentiation above about 30%; further: 0% is about no effect
# D2 antagonist – antagonists of human D2 dopamine receptor. 2% of 340,000 active. inhibition, % at 10 µM. AID 485344. HEK293 TREx D2 cells, calcium flux, dopamine EC80; in the data active means inhibition above about 30%; further: 0% is about no effect
#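 Dopamine at EC80 is the agonist stimulus; test compounds precede it by 180 s. Calcium flux read kinetically in a force-coupled, inducible HEK293 T-REx D2 cell line.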
# RXFP1 antag – antagonists of human relaxin receptor RXFP1; HEK293-RXFP1, relaxin-stimulated cAMP HTRF, 30 min; active compounds read low; 0.59% of 350,000 active; activity change, negative = inhibition, % at 57.5 µM; AID 1259400; Q9HBX9;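 active means activity change of -60% or lower, but not beyond a set lower limit; inconclusive means change between -60% and -40%, or beyond the set limit; inactive means change above -40%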; further: on the % scale 0 is the no-effect control and ±100 the full control effect
# The depositor's hits bear a star; ? = inconclusive; nt = not tested or not shown; & = joins results of further samples. Unless noted, no stated cut-off is given here; in the data, active means activation above about 30%; inactive means the rest.
# Below each compound – TRHR PAM	D2 ag	TRHR ag	D1 agonist	D2 PAM	D1 antagonist	D1 potentiator	D2 antagonist	RXFP1 antag
1. CN(C)S(=O)(=O)c1cccc(NC(=S)N2CCCCC2CO)c1 (configuration not stated)
 : -3	nt	-0.4	4	nt	4	-3	nt	4
2. COc1ccccc1-c1nc2c(c(SCC(=O)Nc3ccccc3F)n1)Cc1c(CO)cnc(C)c1O2
 : -1	0.5	0.3	0	2	7	1	nt	-3
3. CCCC(=O)Nc1nc(C)c(-c2csc(Nc3ccccc3C)n2)s1
 : 4	0.4	1.6	1	2	-29	-6	5	nt
4. COc1ccc(-c2nn(CCC#N)cc2C(=O)Nc2cccc(C(=O)O)c2)cc1OC
 : 9	-1.6	0.5	2	1	-36*	-5	5	-5
5. Cc1ccc(Nc2nc(N)nc(CN3CCN(Cc4ccc5c(c4)OCO5)CC3)n2)cc1
 : 0	9.7	-1.2	-4	-29	6	-1	-3	-12
6. CCN(C(=O)CSc1nc2nc(C)cc(C)n2n1)c1cccc(C)c1
 : 8	-0.5	0.3	3	-1	-1	7	-5	-12
7. Cc1cc([N+](=O)[O-])ccc1NC(c1nnc(-c2ccccc2)o1)c1ccccc1F (configuration not stated)
 : -5	0.7	0.5	6	12	1	0	nt	nt
8. Cn1cccc1/C=N/n1cnnc1
 : 1	-3.1	1.0	4	-4	0	-5	13	-9
9. CCOC(=O)Cc1ccc(NC(=O)N2CC(C)Oc3ccc(Cl)cc32)cc1 (configuration not stated)
 : 11	0.0	0.7	2	6	7	0	nt	-26
10. CCN(CC(=O)Nc1ccc(OC)cc1)C(=O)c1ccc(N2C(=O)CCC2=O)cc1
 : 4	0.3	0.1	4	14	6	nt	-26	1
11. O=C(Nc1cccc(O)c1)c1cccc(S(=O)(=O)N2CCCC2)c1
 : 0	0.3	0.1	0	7	-6	-6	6	-2
12. CCOc1cc(NC(=S)NCCCN2CCOCC2)c(OCC)cc1NC(=O)C1CC1
 : 3	1.8	0.0	3	1	-9	-2	-14	-5
13. CC1=C(O)C(=O)OC1c1c(Cl)cccc1Cl (configuration not stated)
 : 0	0.2	-0.5	1	4	39	-4	1	-6
14. CCOC(=O)c1cc(=O)c2ccc(OCC(=O)Nc3ccc(F)cc3)cc2o1
 : 0	-2.0	-0.9	1	0	4	1	-4	0
15. CCOC(=O)C1(C)C=C(Nc2cccc(C(=O)O)c2)C(=O)N1c1ccccc1 (configuration not stated)
 : -3	-2.0	0.1	1	-2	-17	-1	nt	nt
16. CC(=O)Oc1ccc(OC(C)=O)c(SCCCCCCl)c1
 : 1	1.0	-0.2	2	9	-4	2	0	?
17. COc1cccc(CN2CCC(C(=O)N3CCC(C)CC3)CC2)c1
 : 2	0.1	-0.7	0	1	-1	-5	0	12
18. CC(C)c1ccc(N(CC(=O)NC2CCCC2)C(=O)CCC(=O)Nc2ccccn2)cc1
 : 8	0.2	0.5	3	12	-4	-3	2	-6
19. O=C(CC1CC2CCC1C2)N1CCN(S(=O)(=O)c2ccccc2[N+](=O)[O-])CC1 (configuration not stated)
 : -13	0.1	1.4	3	-5	-11	-3	-4	5
20. Cc1ccccc1NC(=O)COC(=O)c1ccc(CSc2ccc(Cl)cc2)cc1
 : -5	nt	0.4	179*	nt	-15	-13	nt	-1
21. COc1ccc(NCc2nc3ccccc3n2CCOc2ccc(C)cc2)cc1
 : 5&-4	-0.7&0.6	-0.2&-0.9	-1&0	-14&-4	0&-12	-1&0	-3	-22&-18
22. c1coc(-c2nc3nc4ccccc4nc3n2-c2ccc3c(c2)OCCO3)c1
 : 2	-0.5	-0.1	2	4	16	7	17	8
23. CCc1ccccc1NC(=O)C1COc2ccccc2C1 (configuration not stated)
 : 2	1.9	-0.1	0	5	0	4	nt	-2
24. C/C(N)=C(/C#N)C(=O)COC(=O)C(c1ccccc1)c1ccccc1
 : -3	1.4	-1.5	4	7	15	4	-1	-20
25. CCCCN(C(=O)c1ccc(-n2nc(C)cc2C)cc1)c1c(N)n(CCC)c(=O)[nH]c1=O
 : 9	0.9	0.9	1	5	5	-2	10	3
26. Cc1cccc(NC(=S)NCc2ccc3c(c2)cc(C)n3C)c1C
 : 5	1.1	-1.2	0	8	-2	7	2	8
27. CCn1cc(C(=O)N[C@@H](CCSC)C(=O)NCCN2CCOCC2)c(=O)c2cc3c(cc21)OCO3
 : 2	nt	-0.5	2	nt	-1	-1	nt	-6
28. CCn1c(CC(=O)Nc2ccccc2F)nnc1SCC(=O)Nc1nncs1
 : 5	-0.5	0.4	2	-8	1	-5	-22	-1
29. Cc1cc(F)ccc1S(=O)(=O)Nc1c(C)n(C)n(-c2ccccc2)c1=O
 : 4	nt	0.2	1	nt	0	nt	nt	nt
30. CC(C)n1c(/N=C/c2ccccc2O)nc2ccccc21
 : 9	0.1	-0.1	3	7	15	2	2	8
31. O=C(CCC(=O)N1CCOc2ccccc21)N1CCOCC1
 : -1	-0.1	-0.2	4	9	-7	3	-9	4
32. S=C(NCc1ccccn1)Nc1cccc(Cl)c1
 : -4	0.5	-0.6	-2	-9	6	0	-25	2
33. OC(COc1ccc2ccccc2c1)Cn1ccnc1 (configuration not stated)
 : -6	-0.8	-1.0	0	-1	-12	-8	21	-3
34. COc1cccc(-c2nn(-c3ccc(C)cc3)cc2C(=O)N2CCN(C3CCS(=O)(=O)C3)CC2)c1 (configuration not stated)
 : 0	-0.8	-0.3	3	-15	2	nt	4	6
35. Cc1ccc(C#CC[N+]2(CC#Cc3ccc(C)cc3)CCCCC2)cc1
 : -15	-0.1	0.1	5	-5	5	2	16	-20
36. CCN(C(=O)c1ccc(Cl)c([N+](=O)[O-])c1)c1ccccc1
 : 1	-0.8	-0.7	2	10	1	-4	10	-13
37. O=S(=O)(c1ccc(Br)cc1)N1CCN(c2ccc3nnc(-c4ccccc4)n3n2)CC1
 : 3	0.6	-0.2	2	12	4	nt	5	nt
38. CN(C1CCCC1)C1CCN(C(=O)CNC(=O)/C=C/c2ccccc2)CC1
 : 3	0.2	0.6	3	-5	-13	-2	-15	4
39. CC(C)CCNC(=O)c1cnc2sc(N3CCCCC3)nn2c1=O
 : 3	0.5	-0.2	3	-5	-11	3	nt	-12
40. Cc1cc(C)c2c(=O)cc(C(=O)Nc3sc4c(c3C(=O)NCc3ccco3)CCCC4)oc2c1
 : 10	0.7	3.9	2	1	7	0	nt	-2
41. CCC1=C(OC(=O)N(CC)CC)N2C(=O)OC(=NCC3CC3)[C@]2(Cc2ccccc2)[C@H]2C1=CC[C@H]1C(=O)N(c3ccccc3)C(=O)[C@H]12
 : -8	0.3	0.1	2	17	4	0	10	nt
42. CC(=O)N1CCN(c2ccccc2NC(=O)COc2cc(C)ccc2C(C)C)CC1
 : -6	0.7	-0.7	0	nt	-5	-2	12	-1
43. CCOC(=O)c1c(C)[nH]c(C)c1S(=O)(=O)NCC(=O)Nc1cccc(Cl)c1
 : 1	0.0	-0.1	2	-6	-1	1	nt	nt
44. CC(C)CN1CCN(Cc2ccc(C#CC(C)(C)O)cc2)CC1CCO (configuration not stated)
 : -21	1.3	0.7	-1	7	-16	-3	33*	3
45. Cc1ccc2oc(=O)c(-c3nc(-c4cccs4)no3)cc2c1
 : 6	0.5	0.2	0	0	-3	-3	nt	6
46. Cc1ccc(OCC(=O)Nc2ccc(C(=O)OCc3cc(=O)n4nc(C5CC5)sc4n3)cc2)cc1
 : 0	0.7	0.5	-1	4	-5	-1	nt	-4
47. O=C(C1CCC(=O)N(C2CC2)C1)N1CCC(Oc2cccc(F)c2)CC1 (configuration not stated)
 : 3	-0.5	0.6	-1	-2	-37*	-6	6	-7
48. COC(=O)c1ccccc1NC(=O)c1ccc(CN2CC(=O)N3CCCCC3C2=O)cc1 (configuration not stated)
 : 6	-0.6	-0.5	-2	2	0	5	nt	1
49. COc1ccccc1OCCn1cc(C(=O)O)c2ccccc21
 : 11	-2.3	-0.5	3	-3	-2	-4	0	-22
50. COc1ccc2oc(=O)c(C(=O)N3CCc4ccccc43)cc2c1
 : 2	nt	-1.0	0	18	-3	-1	nt	1
51. CCOC(=O)c1c(C)[nH]c(C)c1S(=O)(=O)N1CCC(C(=O)Nc2ccc(C)c(N(C)C)c2)CC1
 : -3	-0.3	0.0	4	2	3	0	nt	nt
52. CC(=O)Oc1ccc(Cl)cc1/C=C/c1ccc2ccccc2n1
 : 1	-0.3	-1.1	5	5	-14	0	7	0
53. c1ccc(C2CC(c3ccccc3)C(c3ccccc3)N2)cc1 (configuration not stated)
 : -2	0.7	0.3	3	4	5	-1	12	-12
54. Cc1cc(=O)[nH]c(-c2ccc(C(F)(F)F)cc2)n1
 : 2	0.3	-0.7	1	-5	-9	-2	6	-1
55. COc1ccc(/C=C(/NC(=O)c2ccccc2)C(=O)N2CCCCC2)cc1
 : 9	1.3	0.5	1	-6	3	7	-13	-1
56. Cc1ccc2c(Cl)cc(Cl)c(OCC(=O)NC(C)(C)C)c2n1
 : 10	1.8	-0.3	0	-6	3	-11	2	-1

# Ordered by heavy-atom count (rising): some entries from above.
# Below each compound – TRHR PAM	D2 ag	TRHR ag	D1 agonist	D2 PAM	D1 antagonist	D1 potentiator	D2 antagonist	RXFP1 antag
33. OC(COc1ccc2ccccc2c1)Cn1ccnc1 (configuration not stated)
 : -6	-0.8	-1.0	0	-1	-12	-8	21	-3
28. CCn1c(CC(=O)Nc2ccccc2F)nnc1SCC(=O)Nc1nncs1
 : 5	-0.5	0.4	2	-8	1	-5	-22	-1
40. Cc1cc(C)c2c(=O)cc(C(=O)Nc3sc4c(c3C(=O)NCc3ccco3)CCCC4)oc2c1
 : 10	0.7	3.9	2	1	7	0	nt	-2

# In the list so far, 7 contain fluorine:
# Below each compound – TRHR PAM	D2 ag	TRHR ag	D1 agonist	D2 PAM	D1 antagonist	D1 potentiator	D2 antagonist	RXFP1 antag
2. COc1ccccc1-c1nc2c(c(SCC(=O)Nc3ccccc3F)n1)Cc1c(CO)cnc(C)c1O2
 : -1	0.5	0.3	0	2	7	1	nt	-3
7. Cc1cc([N+](=O)[O-])ccc1NC(c1nnc(-c2ccccc2)o1)c1ccccc1F (configuration not stated)
 : -5	0.7	0.5	6	12	1	0	nt	nt
14. CCOC(=O)c1cc(=O)c2ccc(OCC(=O)Nc3ccc(F)cc3)cc2o1
 : 0	-2.0	-0.9	1	0	4	1	-4	0
28. CCn1c(CC(=O)Nc2ccccc2F)nnc1SCC(=O)Nc1nncs1
 : 5	-0.5	0.4	2	-8	1	-5	-22	-1
29. Cc1cc(F)ccc1S(=O)(=O)Nc1c(C)n(C)n(-c2ccccc2)c1=O
 : 4	nt	0.2	1	nt	0	nt	nt	nt
47. O=C(C1CCC(=O)N(C2CC2)C1)N1CCC(Oc2cccc(F)c2)CC1 (configuration not stated)
 : 3	-0.5	0.6	-1	-2	-37*	-6	6	-7
54. Cc1cc(=O)[nH]c(-c2ccc(C(F)(F)F)cc2)n1
 : 2	0.3	-0.7	1	-5	-9	-2	6	-1

# Screens (PubChem)
